# Screening results as filed in PubChem.
# Kir21 block – blocks the mouse Kir2.1 inward-rectifier potassium channel | P35561 | HEK293-Kir2.1, FluxOR thallium flux fluorescence; active compounds read low | B-score at 10 µM | 0.85% of 310,000 active | AID 1672;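 active = fluorescence ratio B-score at or below minus 3 SD of library scores, with starting-brightness B-score within 2 SD, cut at about -4.2 in these data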;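 note: channel flux triggered by added potassium and thallium sulfate stimulus; B-score of peak minus minimum fluorescence over baseline after thallium stimulus; more negative B-score means stronger Kir2.1 block with less thallium influx; some compounds called inactive have numbers as strong as hits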
# KCNQ2 block – KCNQ2 channel blockers in CHO-K1 cells – cell-based, FluxOR thallium flux, B-score, primary screen (AID 2156); B-score at 10 µM; 1.1% of 310,000 active; 20 min; active compounds read low;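 active = fluorescence ratio B-score at most minus 3 library SDs, with starting brightness B-score within 2 library SDs, cut at about -5.5 in these data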
# Target sequence (O88943 whole entry, looked up): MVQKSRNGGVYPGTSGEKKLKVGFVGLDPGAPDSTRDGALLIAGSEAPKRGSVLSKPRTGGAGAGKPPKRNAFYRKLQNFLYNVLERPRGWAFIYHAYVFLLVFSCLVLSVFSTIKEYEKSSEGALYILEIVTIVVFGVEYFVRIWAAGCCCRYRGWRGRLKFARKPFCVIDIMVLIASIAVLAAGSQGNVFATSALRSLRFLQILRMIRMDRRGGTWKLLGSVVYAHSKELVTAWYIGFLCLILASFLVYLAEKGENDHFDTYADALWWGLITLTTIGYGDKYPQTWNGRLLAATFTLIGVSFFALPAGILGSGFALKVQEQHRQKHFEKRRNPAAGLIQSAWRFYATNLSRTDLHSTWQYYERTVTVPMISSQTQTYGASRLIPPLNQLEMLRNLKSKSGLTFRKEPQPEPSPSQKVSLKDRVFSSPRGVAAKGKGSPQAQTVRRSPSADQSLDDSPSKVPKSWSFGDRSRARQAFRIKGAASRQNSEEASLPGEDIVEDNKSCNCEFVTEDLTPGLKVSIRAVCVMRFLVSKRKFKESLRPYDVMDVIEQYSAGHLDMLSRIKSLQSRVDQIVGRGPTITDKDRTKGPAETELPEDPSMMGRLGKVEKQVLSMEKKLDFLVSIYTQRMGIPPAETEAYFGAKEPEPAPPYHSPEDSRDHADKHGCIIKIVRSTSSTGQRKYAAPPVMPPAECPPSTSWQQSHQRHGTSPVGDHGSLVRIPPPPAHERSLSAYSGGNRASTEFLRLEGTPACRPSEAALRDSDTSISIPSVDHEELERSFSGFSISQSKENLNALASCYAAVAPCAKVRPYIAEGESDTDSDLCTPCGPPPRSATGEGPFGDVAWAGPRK
# Active calls of the source: *; i = inactive.
SMILES,Kir21 block,KCNQ2 block
O=C(NNC(=O)c1cc2cc3ccccc3nc2s1)c1cccc(Cl)c1,-0.7,i
COc1ccc(NC(=O)C2(c3ccc(NC(=O)c4ccc(C)cc4)cc3)CCCC2)cc1,0.12,i
N#Cc1ccc(C23CC4(C2)[C@H](CN(Cc2ccc(C(F)(F)F)cc2)[C@@H]4c2ccccc2)C3c2ccc(C(F)(F)F)cc2)cc1 (stereo partly specified),-0.22,i
C/C(Cn1cnc([N+](=O)[O-])n1)=N\NC(=O)c1cccc(F)c1,-0.22,i
CCOc1ccccc1NC(=S)Nc1ccc2cn[nH]c2c1,0.03,i
N#CCOc1nc(N2CCCC2)nc(N2CCCC2)n1,0.83,i
CCc1cccc(CC)c1N1C(=O)c2cc(N3CCOCC3)c([N+](=O)[O-])cc2C1=O,0.44,i
COc1ccccc1-n1cnnc1SCC(=O)N1CCN(S(=O)(=O)c2ccccc2)CC1,-0.67,i
CCOC(=O)C1=C(c2ccccc2)OC(N)=C(C#N)C1c1cccnc1 (stereo unspecified),0.31,i
COc1ccccc1OCC(=O)Nc1cccc(-c2nnc(-c3ccco3)o2)c1,0.72,i
CC(C)(C)n1ncc2c(=O)n(Cc3cccc(Cl)c3)cnc21,1.1,i
Cc1ccc2c(CSc3nncn3C)cc(=O)oc2c1C,1.2,i
Cn1c(Sc2ccc(Cl)cc2)c(C=O)c2ccccc21,-0.36,i
COc1cc2c(c(OC)c1OC)-c1c(cc3c(c1O)OCO3)C[C@@H](C)[C@@H](C)C2,1.9,i
Cc1ccc(-c2cc3c(N=O)c4ccccc4c-3n[nH]2)cc1,-0.34,i
COc1ccc([N+](=O)[O-])cc1NC(=O)C(C)c1ccccc1 (stereo unspecified),0.68,i
CCc1ccc(C(=O)NNC(=O)C2CC(=O)N(Cc3ccccc3)C2)cc1 (stereo unspecified),-0.59,i
O=C(COC(=O)Cc1c(F)cccc1Cl)NC1CCS(=O)(=O)C1 (stereo unspecified),0.06,i
Cc1nc(N2CCC(C)CC2)c2c(C)c(C(=O)Nc3cccc(C(F)(F)F)c3)sc2n1,1.4,i
C=CCOc1ccccc1CN1CCCCCC1,-0.12,i
Cc1ccc(CNC(=O)CC(C)S(=O)(=O)c2ccc3c(c2)NC(=O)CO3)cc1 (stereo unspecified),-0.34,i
O=C(CSc1nc2ccccc2c(=O)n1CC1CCCO1)NCc1ccccc1 (stereo unspecified),-0.02,i
CC(=O)OCC(=O)[C@H]1CC[C@H]2[C@@H]3CCC4=CC(=O)CC[C@]4(C)[C@H]3CC[C@]12C,0.77,i
CC(=O)C[C@H]1c2cc(C(F)(F)F)ccc2S(=O)(=O)N1C1CCCC1,-2,i
NC1=NC(=O)CC(C(=O)NCc2ccccc2)S1 (stereo unspecified),3.1,i
Cc1c(O[C@@H]2O[C@H](CO)[C@@H](O)[C@H](O)[C@H]2O)ccc2c1oc(=O)c1ccccc12,0.02,i
C=CCNC(=O)C1CCC(=O)N1S(=O)(=O)c1ccc(C)cc1 (stereo unspecified),-0.26,i
COc1ccc(C(=O)CCC(=O)Nc2cccnc2)c(OC)c1,-1.2,i
COc1ccc(/C=N/N2CCOCC2)cc1Cn1nc(C)c([N+](=O)[O-])c1C,-0.34,i
CC(C)(C)c1ccc(C(=O)OCCN2CCCCC2)cc1,0.18,i
O=C(OCc1ccc(Br)cc1)c1cccnc1,-1.2,i
O=C(CSc1nccc(=O)[nH]1)NN(c1ccccc1)c1ccccc1,2.3,i
Cc1ccc(C(=O)NNS(=O)(=O)c2ccc(F)cc2)cc1,1.9,i
CCCN1Cc2cccc(C(=O)N3CCN(c4ccc(F)cc4)CC3)c2C1=O,-3.8,i
O=C(CSc1nc2ccccc2c(=O)n1-c1ccc(OC(F)F)cc1)NCc1cccs1,0.27,i
CCOc1ccccc1CN1C(=O)NC(C)(c2ccccc2)C1=O (stereo unspecified),0.68,i
CCC(C)C(NC(=O)OC(C)(C)C)C(=O)NC(Cc1ccccc1)C(=O)OC (stereo unspecified),-1.1,i
CCOC(=O)C1C(c2cccnc2)NC(=O)NC1(O)C(F)(F)F (stereo unspecified),-0.65,i
Cc1cc(C)c(NC(=O)C2c3ccccc3Oc3ccccc32)c(C)c1,0.46,i
CCCn1c(=O)[nH]c(=O)c2c1nc(-c1ccccc1OC(F)F)n2CCOC,1.1,i
Cn1cnc([N+](=O)[O-])c1SCC(=O)NN,-0.84,i
Cc1cccc(NC(=S)N2CCC(NC(=O)C3CCCCC3)CC2)c1,0.49,i
Cc1cc(C)n2[nH]c(=O)c(N=Nc3ccccc3)c2n1,2.3,i
CN(CC(=O)Nc1ccc(Br)cc1)Cc1ccccc1,1.6,i
C=CCNC(=O)c1ccc2c3n(nc2c1)-c1ccccc1CO3,2.1,i
CC(C)OC(=O)C1=C(N)N2C(=O)CSC2=C(C(=O)OC(C)C)C1,0,i
O=C(c1ccncc1)N1CCN(C(=O)c2cccc3ccccc23)CC1,0.84,i
CCC(CC)NC(=O)CC(c1ccccc1)c1ccccc1,-0.98,i
Cn1nc(CC(=O)Nc2ccc3c(c2)CCC3)c2ccccc2c1=O,0.83,i
Cn1ncc(Cl)c1C(=O)N/N=C/c1cccc(OC2CSC2)c1,2,i
COCCCNS(=O)(=O)c1ccc2c3c(cccc13)C(=O)S2,-0.76,i
COc1ccc(C(=O)O/N=C/c2ccc(S(=O)c3ccc(Cl)cc3)nc2)cc1 (stereo unspecified),-0.04,i
Cc1ccccc1Sc1ncccc1[N+](=O)[O-],-0.96,i
O=C1CSC(c2ccccn2)N1c1cccc(Cl)c1 (stereo unspecified),-0.82,i
COC(=O)c1cccc(NS(C)(=O)=O)c1C,1.7,i
Cc1ccc([N+](=O)[O-])cc1NC(=O)C(C)N1CCCCC1 (stereo unspecified),-0.69,i
CCS(=O)(=O)N1CCCC(C(=O)NC2CCCC2)C1 (stereo unspecified),-0.81,i
O=C(NCc1ccncc1)Nc1cccc(Cl)c1,1,i
C=CCOc1ccc(CN(C)CC(=O)Nc2ccccc2[N+](=O)[O-])cc1,-0.23,i
CN(C)CC/C=C1/c2ccccc2Sc2ccc(Cl)cc21,-4.3*,i

# Reformatted: results already given
Kir21 block	KCNQ2 block	structure
0.49	i	Cc1cccc(NC(=S)N2CCC(NC(=O)C3CCCCC3)CC2)c1
2.3	i	Cc1cc(C)n2[nH]c(=O)c(N=Nc3ccccc3)c2n1
1.6	i	CN(CC(=O)Nc1ccc(Br)cc1)Cc1ccccc1
2.1	i	C=CCNC(=O)c1ccc2c3n(nc2c1)-c1ccccc1CO3
0	i	CC(C)OC(=O)C1=C(N)N2C(=O)CSC2=C(C(=O)OC(C)C)C1
0.84	i	O=C(c1ccncc1)N1CCN(C(=O)c2cccc3ccccc23)CC1
-0.98	i	CCC(CC)NC(=O)CC(c1ccccc1)c1ccccc1
0.83	i	Cn1nc(CC(=O)Nc2ccc3c(c2)CCC3)c2ccccc2c1=O
2	i	Cn1ncc(Cl)c1C(=O)N/N=C/c1cccc(OC2CSC2)c1
-0.76	i	COCCCNS(=O)(=O)c1ccc2c3c(cccc13)C(=O)S2
-0.04	i	COc1ccc(C(=O)O/N=C/c2ccc(S(=O)c3ccc(Cl)cc3)nc2)cc1 (stereo unspecified)
-0.96	i	Cc1ccccc1Sc1ncccc1[N+](=O)[O-]
-0.82	i	O=C1CSC(c2ccccn2)N1c1cccc(Cl)c1 (stereo unspecified)
1.7	i	COC(=O)c1cccc(NS(C)(=O)=O)c1C
-0.69	i	Cc1ccc([N+](=O)[O-])cc1NC(=O)C(C)N1CCCCC1 (stereo unspecified)
-0.81	i	CCS(=O)(=O)N1CCCC(C(=O)NC2CCCC2)C1 (stereo unspecified)
1	i	O=C(NCc1ccncc1)Nc1cccc(Cl)c1

# Following part.
SMILES,Kir21 block,KCNQ2 block
COc1ccc(-c2cc(-c3nnc(COC(=O)c4ccncc4)o3)c3ccccc3n2)cc1OC,-0.53,i
O=C(c1cc2cc(F)ccc2[nH]1)N1CCC(Cc2ccccc2)CC1,-0.22,i
CC(=O)c1sc(NC(=O)c2ccc(F)c(F)c2)nc1C,-0.27,i
CCCCn1c(SCC(=O)Nc2cc(C)on2)nnc1-c1cccnc1,0.06,i
Cc1cccc(C(C)C)c1NC(=O)c1cc2ccccc2o1,0.11,i
COc1ccc(CCN=C(N)NS(=O)(=O)c2ccc(OC)cc2)cc1,-1.5,i
COc1cccc(-c2nc3n(n2)C(c2ccccc2Cl)C(C(N)=O)=C(C)N3)c1 (stereo unspecified),1.2,i
COc1cccc(NC(=O)NC2CC(=O)N(c3ccc4c(c3)OCCO4)C2)c1 (stereo unspecified),0.2,i
CCOC(=O)c1cc(-c2ccccc2)nn1Cc1cc(C)no1,-1.6,i
CCC1=Nc2cc(C(=O)NCCN3CCCC3)ccc2Sc2ccccc21,0.08,i
Clc1ccccc1CN1CCSCC1,-2.3,i
Fc1ccc(-c2nnc(-c3ccc(Cl)cc3Cl)o2)cc1,1.9,i
CC(C)CNS(=O)(=O)c1ccc(S(=O)(=O)N2CCN(C3CCCC3)CC2)cc1,0.78,i
Cc1cc(N2CCCC2)n2nc(C)nc2n1,-0.25,i
CCOC(=O)C1CCCN(C2CC(=O)N(c3cccc(C(F)(F)F)c3)C2=O)C1 (stereo unspecified),-0.44,i
COc1ccc(C(=O)N2CCCN(C)CC2)c(OC)c1,-2.5,i
COc1ccc(/C=C2/SC(=S)N(CCCC(=O)Nc3ccc(O)cc3)C2=O)cc1OC,0.03,i
COc1ccc(CC(=O)OCC(=O)Nc2ccc3c(c2)OCO3)cc1,0.09,i
Nc1nc(SCC(=O)NCC2CCCO2)n[nH]1 (stereo unspecified),1.4,i
CC(C)CCc1noc(CN2CCC(CCN3CCCC3=O)CC2)n1,3.1,i
Cc1cc(NS(=O)(=O)c2ccc(NC(=O)C(C)Oc3ccccc3Cl)cc2)no1 (stereo unspecified),-0.06,i
CC(=O)c1c(COC(=O)c2cccc(C)c2)nc2ccccc2[n+]1[O-],-0.69,i
COCCn1ccc2c(OCC(=O)NCc3ccc(C)cc3)cccc2c1=O,0.32,i
Cc1nc2ccc(NC(=O)c3cc(S(=O)(=O)N4CCOCC4)ccc3C)cc2s1,-0.41,i
Cc1cccc(C)c1NC(=O)COC(=O)c1ccccc1O,0.36,i
NC(=O)CC(NC(=O)c1ccccc1)c1ccc(N2CCN(c3ccccn3)CC2)c([N+](=O)[O-])c1 (stereo unspecified),0.6,i
O=C(c1ccc(F)cc1)C1CCN(C(=O)c2ccncc2)CC1,-0.48,i
O=C(NCc1cccc(F)c1F)C1CCC(=O)N(C2CCCCCC2)C1 (stereo unspecified),0.55,i
CCCc1nc(SCC(=O)N2c3ccccc3CC2C)c2c(C)c(C)sc2n1 (stereo unspecified),-0.37,i
O=C(c1ccc2[nH]c(=O)c(=O)[nH]c2c1)N1CCc2ccccc2C1,0.07,i
CCOC(=O)c1nnn(-c2nonc2N)c1-c1ccc(F)cc1,-0.05,i
C=CCNC(=O)C(C#N)c1nc2ccccc2nc1N1CCN(Cc2ccccc2)CC1 (stereo unspecified),-2.9,i
CCOC(=O)C1CCN(c2cc3c(cc2NC(=O)c2ccc(F)cc2)n(C)c(=O)n3C)CC1,1.2,i
c1ccc(CSC2=NCCS2)cc1,-0.49,i
Cc1cccc(N2CCN(C(=O)c3cc4ccccc4oc3=O)CC2)c1C,1.2,i
CCOC(=O)N1CCC(N(CCN(C)C)C(=S)Nc2ccccc2OCC)CC1,0.08,i
CCCCCCCCC(=O)N/N=C(\C)c1ccc(O)cc1O,0.05,i
COc1ccc(-c2csc(/C(C#N)=C\c3cccc([N+](=O)[O-])c3)n2)cc1,-0.7,i
COC(=O)C1=C(C)NC(=O)/C1=C\c1cc(C)n(-c2ccccc2)c1C,0.42,i
O=C(CCc1c[nH]c2ccccc12)OCC(=O)N1CCN(S(=O)(=O)c2ccccc2)CC1,0.03,i
COC(=O)c1cc(C(=O)c2cc(Br)ccc2O)coc1=N,0.86,i
CC(C)CC(=O)NC1(C(F)(F)F)NC(=O)N(c2ccccc2)C1=O (stereo unspecified),1.1,i
NC(=O)C1CCN(C(=O)COc2cccc3cccnc23)CC1,-1.3,i
COc1cccc(CNC(=O)c2cccc(S(=O)(=O)N3CCN(C)CC3)c2)c1,-0.03,i
CCOCCCNC(=O)CN1C(=O)COc2ccc(S(=O)(=O)N3CCCCCC3)cc21,-1.6,i
CSc1nsc(SCC(=O)N2CCCCC2)n1,-0.28,i
COc1ccccc1NC(=O)CSc1nnc(CSc2nc(C)cc(C)n2)o1,-2.6,i
NC(=O)CC1C(=O)N(c2ccc(F)cc2)C(=O)N1NC(=O)CCc1ccccc1 (stereo unspecified),0.43,i
O=C(NC(NC(=S)Nc1cc(Cl)ccc1Cl)C(Cl)(Cl)Cl)c1ccco1 (stereo unspecified),-0.98,i
CCCCNC(=O)[C@H]1C[C@H]1[C@@H](O)[C@H](CO)NC(=O)[C@H](Cc1ccccc1)NC(=O)OC(C)(C)C,-0.15,i
CCOc1ccccc1OC(C)C(=O)Nc1ccc(S(=O)(=O)N2CCCC2)cc1 (stereo unspecified),-0.37,i
COc1ccc(C(=O)n2nc(-c3ccccc3)nc2N)cc1OC,-0.86,i
CCOc1cc(/C=N/NC(=O)NN(C)c2ncc(C(F)(F)F)cc2Cl)ccc1O,-1.1,i
COc1ccc2c(CC(=O)OCC(=O)Nc3cccc(S(N)(=O)=O)c3)coc2c1,1.7,i
O=C(Nc1ccccc1)N1N=C(c2cccs2)CC1c1cccs1 (stereo unspecified),-0.31,i
O=[N+]([O-])c1cccnc1Oc1cccnc1,1,i
CC(C)NC(=O)CCCn1cc([N+](=O)[O-])cn1,-0.11,i
N#CC1=C(N)Oc2n[nH]c(-c3cccs3)c2C1c1ccncc1 (stereo unspecified),-1,i
